Bioassay records deposited in PubChem by Broad Institute.
Casp6 inh – blocks human caspase-6 cleavage activity; P55212; purified caspase-6, Z-VEID-R110 cleavage fluorescence; inhibition, % at 12.5 µM; 350,000 compounds, 0.53% hits; AID 686996;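 active means mean inhibition across replicates at least about 35%, with every replicate also reaching that limit, limit read from the data; inconclusive means only one of the two criteria met; inactive means neither criterion met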;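 further: 0% = median of neutral control wells and 100% = no fluorescence left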
Target sequence (P55212 24-179 limits assumed): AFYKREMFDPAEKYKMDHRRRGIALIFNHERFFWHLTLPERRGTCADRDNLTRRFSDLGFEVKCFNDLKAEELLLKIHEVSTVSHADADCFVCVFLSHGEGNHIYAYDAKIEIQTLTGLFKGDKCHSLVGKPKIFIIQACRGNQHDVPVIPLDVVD
Target sequence (P55212 194-293 limits assumed): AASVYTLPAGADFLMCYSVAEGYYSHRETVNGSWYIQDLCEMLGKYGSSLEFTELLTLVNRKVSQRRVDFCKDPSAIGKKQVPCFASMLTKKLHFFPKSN
E-selectin induc – induces E-selectin expression in human endothelial cells; P16581; 260,000 compounds, 0.37% hits; HUVEC E-selectin immunofluorescence imaging; normalized: neutral wells 0, TNF-alpha wells 100; activation, % at 7.58 µM;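 active means mean E-selectin-positive cell signal at least 10% of the positive control, reached in at least 60% of replicates, without over 20% cell loss; inconclusive means no rule given, readout overlaps actives, possibly toxicity-flagged; inactive means the rest, including those meeting only one limit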;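 further: in these data hits start at about 27%; measured in HUVEC primary endothelial cells; signal is the percent of cells scored E-selectin positive by PE staining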
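System: HUVEC, human umbilical vein endothelial cells; quantity: 3,000 cells/well; buffer or medium: EGM-2 medium, gelatin-coated wells; dosing: single-point compound dose; detection: immunofluorescence imaging; evaluation: % PE-positive cells; benchmarks: TNF-alpha, DMSO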
F508del corr – correctors of CFTR F508del function in bronchial epithelial cells; CFBE cells, YFP halide quenching; stimulated with forskolin plus potentiator P3; % fluorescence drop versus neutral controls; activity (quench increase), % at 7.58 µM; 350,000 compounds, 0.36% hits; AID 720511;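 active means mean added fluorescence quench of at least 8% versus neutral control, with both replicates also reaching 8%; inconclusive means only one of the mean or replicate conditions met; inactive means mean below 8% and not both replicates reaching 8%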;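 further: cells transiently co-express mutant CFTR-F508del with the halide-sensitive YFP; corrector assay measuring rescue of mutant channel to the surface after 24 h compound exposure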
DENV2 CPE rescue – DENV2-induced cell death inhibition | CPE inhibition, % at 9.99 µM | 350,000 compounds, 1.7% hits | DENV2-infected cells, cytopathic effect rescue, plate reader; in the data active means CPE inhibition above about 20%, passing the limit was not always enough; inconclusive means no clear call, values can overlap the other calls; tested in BHK-21 cells;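 further: 0% = median of neutral control wells and 100% = median of positive control wells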
RAD52 anneal inh – RAD52 (human) annealing inhibition; inhibition, % at 18.7 µM; 360,000 compounds, 0.46% hits; recombinant RAD52 DNA annealing, FRET fluorescence; AID 651710;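 active means every replicate showing at least 50% inhibition; inconclusive means mean inhibition at least 50% but not in every replicate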
Xi reactivation – X-chromosome reactivation activator. XiGFP mouse fibroblasts, % GFP-positive cells imaging, 3 d; cells co-treated with 5-aza-dC sensitizer; scaled so ellipticine positive control = 100%. activation, % at 7.58 µM. 360,000 compounds, 0.055% hits. AID 743238;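 active means mean normalized replicate activation at least 10% and every replicate at or above 10%; inconclusive means only one of the two criteria met; inactive means mean below 10% and not all replicates reach 10%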;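 further: 0% = median of on-plate neutral control wells and 100% = ellipticine 6 µM median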
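Material: XiGFP fibroblasts, SV40-immortalized; Buffer or medium: DMEM containing 5-aza-dC; Compound dosing: single point; Times: 3 days compound exposure.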
GSIS activator – primary screen for activators of insulin secretion dependent on glucose, INS-1E cells, GLuc reporter luminescence. INS-1E GLuc reporter insulin secretion, 2-3 h. activation, % at 16.6 µM. 370,000 compounds, 0.61% hits;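 active means lowest replicate activation of at least 40%, so every replicate reaches that level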;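 further: 0% = median of neutral control wells and 100% = median of IBMX positive control wells; some compounds called inactive have numbers as strong as hits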
RAD54 branch – RAD54 (human) branch migration inhibition; RAD54 Holliday junction branch migration, FAM/BHQ fluorescence; inhibition, % at 10.4 µM; 360,000 compounds, 0.14% hits; AID 602329;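 active means mean normalized replicate activity at least 40 and at least half of replicates scoring 40 or more; inconclusive means only one of the two criteria met; inactive means mean below 40 and under half of replicates reaching 40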;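 further: 0% = median of neutral control wells and 100% = median of positive control wells; inhibitors cause a drop in the FAM fluorescence signal; in these data hits start at about 50%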
Target sequence (Q92698 whole entry, looked up): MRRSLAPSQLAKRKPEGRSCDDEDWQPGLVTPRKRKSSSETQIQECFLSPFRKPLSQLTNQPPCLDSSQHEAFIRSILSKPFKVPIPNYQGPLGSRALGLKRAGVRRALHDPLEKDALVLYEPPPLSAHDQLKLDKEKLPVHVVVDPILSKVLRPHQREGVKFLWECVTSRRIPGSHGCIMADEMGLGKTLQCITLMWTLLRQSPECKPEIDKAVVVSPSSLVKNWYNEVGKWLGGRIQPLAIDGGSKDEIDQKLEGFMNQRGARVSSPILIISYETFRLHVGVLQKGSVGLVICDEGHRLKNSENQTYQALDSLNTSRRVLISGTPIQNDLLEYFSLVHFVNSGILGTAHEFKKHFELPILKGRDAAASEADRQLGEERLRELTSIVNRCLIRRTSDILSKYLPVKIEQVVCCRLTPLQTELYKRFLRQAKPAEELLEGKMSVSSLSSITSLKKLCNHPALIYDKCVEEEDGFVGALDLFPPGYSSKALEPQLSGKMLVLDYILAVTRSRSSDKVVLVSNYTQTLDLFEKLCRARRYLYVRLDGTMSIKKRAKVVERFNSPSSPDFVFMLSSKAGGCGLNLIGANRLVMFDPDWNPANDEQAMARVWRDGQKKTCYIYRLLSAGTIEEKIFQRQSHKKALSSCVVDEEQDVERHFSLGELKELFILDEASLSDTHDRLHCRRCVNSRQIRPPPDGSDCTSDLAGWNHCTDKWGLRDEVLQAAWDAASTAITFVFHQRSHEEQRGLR
An asterisk follows results filed as active; ? = inconclusive; · = no result given. This is a random part of the collection. About 3.7% of those tested had a hit in this group.

SMILES	Casp6 inh	E-selectin induc	F508del corr	DENV2 CPE rescue	RAD52 anneal inh	Xi reactivation	GSIS activator	RAD54 branch
O=C(C[C@H]1CC[C@H]2[C@@H](COC[C@H](O)CN2C(=O)c2ccccc2F)O1)NCc1ccccc1	-2	0.2	-0.1	-2	-36	0.2	4	-2
O=C(NCCCn1ccnc1)c1cn(-c2ccccc2)nc1-c1ccc(F)cc1	-14	·	-1.8	1	10	·	-3	0
C/C(N)=C(/C#N)C(=O)CN1C(=O)NC(Cc2c[nH]c3ccccc23)C1=O (centres undefined)	48*	0.1	0.0	?	-17	0.5	13	-3
COC(=O)C1(C)NC(c2ccc(O)cc2)C2C(=O)N(c3ccc(F)cc3)C(=O)C21 (centres undefined)	1	·	-0.3	4	5	0.0	·	9
CC(C)(C)Nc1scc(-c2ccccc2)[n+]1-c1ccccc1	2	19	3.2	1	-6	0.3	49	·
COc1ccc(S(=O)(=O)N2CCCOC2CNC(=O)C(=O)NCCCn2ccnc2)cc1 (centres undefined)	0	·	0.0	1	-5	0.2	5	1
Cn1c(=O)oc2cc(S(=O)(=O)N3CCCC(C(=O)NCC4COc5ccccc5O4)C3)ccc21 (centres undefined)	1	0.0	1.0	3	-92	-0.2	-9	-7
C/C(=C(/NC(=O)c1ccccc1)C(=O)O)c1ccco1	11	-0.9	·	5	-14	0.2	9	·
O=C(Nc1ccccc1C(=O)N1CCN(CCO)CC1)c1cccc([N+](=O)[O-])c1	4	0.2	0.6	-3	-10	-0.1	22	18
N#C/C(=C\c1cn(Cc2ccc(C#N)cc2)c2ccccc12)C(=O)NCc1cccs1	-1	-1.6	·	3	-2	0.3	·	·
CN(C)CCCNC(=O)c1cc(C(=O)Cc2ccccc2)c[nH]1	-6	·	1.4	-4	-13	0.0	5	·
CN1C(=O)c2cc(NC(=O)c3ccccc3Cl)ccc2OC[C@@H]2O[C@@H](CC(=O)O)CC[C@@H]21	3	0.1	-1.9	-8	2	0.3	1	2
COc1ccccc1N(CC(=O)Nc1cc(C)on1)S(=O)(=O)c1cccc(C(F)(F)F)c1	0	·	1.8	10	-24	0.0	-11	3
CCc1nc2ccc(C(=O)N(CC)CCN(C)C)cn2c1N(CC)C(=O)NCCc1ccccc1	-25	0.1	-1.7	-11	1	0.1	-6	0
C[C@@H]1CCCCO[C@@H](CN(C)S(=O)(=O)c2cccs2)[C@H](C)CN([C@@H](C)CO)C(=O)c2cc(NC(=O)C3CCCCC3)ccc2O1	-1	-0.1	-3.0	-2	-34	-1.1	3	-4
CCOC(=O)N1CCN(C(=O)C2CC(=O)N(c3ccc(C)cc3)C2)CC1 (centres undefined)	1	·	7.3	8	-13	0.0	-1	-6
C[C@@H]1CCCCO[C@H](CN(C)C(=O)Nc2ccc(F)cc2)[C@H](C)CN([C@@H](C)CO)C(=O)c2cc(NC(=O)NC3CCCCC3)ccc2O1	-2	0.6	0.7	11	-45	-0.5	3	2
O=C(Cn1nc(Cc2cccnc2)c2ccccc2c1=O)Nc1ccc2c(c1)OCO2	1	·	1.2	·	-6	0.0	·	6
OC(c1cc(F)cc(Cl)c1)c1ncc(-c2ccc3ccccc3c2)[nH]1 (centres undefined)	10	-0.1	-2.6	-5	-23	0.1	-12	3
CC1CN(C(=O)CCC(=O)N2CCN(c3cccc(C(F)(F)F)c3)CC2)c2ccccc2O1 (centres undefined)	2	·	2.6	-6	4	0.0	-34	6

Nothing new here: entries from further up.
SMILES	Casp6 inh	E-selectin induc	F508del corr	DENV2 CPE rescue	RAD52 anneal inh	Xi reactivation	GSIS activator	RAD54 branch
C[C@@H]1CCCCO[C@H](CN(C)C(=O)Nc2ccc(F)cc2)[C@H](C)CN([C@@H](C)CO)C(=O)c2cc(NC(=O)NC3CCCCC3)ccc2O1	-2	0.6	0.7	11	-45	-0.5	3	2
O=C(Cn1nc(Cc2cccnc2)c2ccccc2c1=O)Nc1ccc2c(c1)OCO2	1	·	1.2	·	-6	0.0	·	6
OC(c1cc(F)cc(Cl)c1)c1ncc(-c2ccc3ccccc3c2)[nH]1 (centres undefined)	10	-0.1	-2.6	-5	-23	0.1	-12	3
CC1CN(C(=O)CCC(=O)N2CCN(c3cccc(C(F)(F)F)c3)CC2)c2ccccc2O1 (centres undefined)	2	·	2.6	-6	4	0.0	-34	6

(more compounds)
SMILES	Casp6 inh	E-selectin induc	F508del corr	DENV2 CPE rescue	RAD52 anneal inh	Xi reactivation	GSIS activator	RAD54 branch
COc1cc(/C=C(\NC(=O)c2ccccc2)C(=O)NC(C(=O)O)c2ccccc2)cc(OC)c1OC (centres undefined)	-2	·	1.3	-8	-7	·	-3	5
COc1ccc(S(=O)(=O)Nc2ccccc2-c2nc3ccccc3[nH]c2=O)cc1	-3	0.0	-0.8	13	-2	-0.1	-3	-3
CN(C)C(=O)c1cccc(-c2ccc([C@@H]3[C@H]4CN(S(C)(=O)=O)CCCCN4[C@H]3CO)cc2)c1	0	0.8	2.8	-14	-1	0.3	12	-8
Cc1ccc(S(=O)(=O)N2[C@@H](c3ccccc3)C(C(=O)O)=CC[C@H]2c2ccc(C(C)C)cc2)cc1	15	0.1	2.6	-1	-15	0.1	·	0
CCCCNCc1cc(OCC)c(OCC)cc1Br	-1	·	-0.7	-3	-19	0.2	-4	-4
COCCNC(=O)C1CC(=O)N(c2ccc(OC)cc2)C1c1ccc(OC)cc1 (centres undefined)	3	-2.4	-0.6	7	-4	0.5	-5	1
Cc1cc(C)n(CC(=O)NN)n1	-4	·	1.0	4	-12	0.0	8	·
C[C@@H]1CCCCO[C@@H](CN(C)S(=O)(=O)c2ccccc2)[C@@H](C)CN([C@@H](C)CO)C(=O)c2cc(NC(=O)c3ccccc3)ccc2O1	-1	·	-2.3	-1	-6	-0.1	-9	0
CC(O)CSc1nc2c(c(=O)[nH]c(=O)n2C)n1Cc1ccccc1Cl (centres undefined)	-3	·	0.3	-2	-11	0.3	22	-1
Cc1ccccc1-n1c(=O)cc(N2CCCCCC2)[nH]c1=O	1	2.7	2.7	11	-5	0.0	4	3
CN1/C(=C\C(=S)Nc2ccccc2)C(C)(C)c2ccccc21	4	·	-1.4	6	-34	-0.1	-29	·
COc1ccc(Cl)cc1NC(=S)NCCCN1CCCC1=O	3	4.0	0.6	0	-13	0.0	0	·
COc1cc(OC)c(S(=O)(=O)NCc2cccnc2)cc1NC(C)=O	0	1.0	-0.5	10	-3	0.5	18	1
CCOC(=O)c1cc2c(ccn2C)n1CC(=O)Nc1ccc(F)cc1	0	0.1	-2.9	-2	-9	0.5	-1	·
CCNC(=S)NNC(=O)c1cc(-c2ccc(OC)cc2)nc2ccccc12	·	-0.1	·	·	·	0.0	-10	5
CCOc1ccc(N2CC(C(=O)N3CC(C)OC(C)C3)CC2=O)cc1 (centres undefined)	-1	·	-0.9	-3	-5	0.5	12	7
CSc1sc(C(=O)NC(=O)NCc2ccncc2)c(C)c1-c1ccon1	3	·	0.0	-2	-8	0.1	·	·
CC(C)CN(C(=O)c1cccc(S(=O)(=O)N2CCN(c3ccc(F)cc3)CC2)c1)C1CCS(=O)(=O)C1 (centres undefined)	-1	-1.9	-0.8	9	-5	-0.1	-19	·
COc1ccc(NC(=O)N(C)C[C@H]2OCc3cn(nn3)CCCC(=O)N([C@@H](C)CO)C[C@H]2C)c(OC)c1	·	2.4	-0.1	·	·	0.0	12	·
C[C@@H]1CN([C@H](C)CO)C(=O)c2cc(NC(=O)Nc3ccc4c(c3)OCO4)ccc2O[C@@H]1CN(C)Cc1ccc(C(F)(F)F)cc1	4	0.1	1.7	3	24	0.0	-23	4

Laid out differently: results already given.
mol | Casp6 inh | E-selectin induc | F508del corr | DENV2 CPE rescue | RAD52 anneal inh | Xi reactivation | GSIS activator | RAD54 branch
CSc1sc(C(=O)NC(=O)NCc2ccncc2)c(C)c1-c1ccon1 | 3 | · | 0.0 | -2 | -8 | 0.1 | · | ·
CC(C)CN(C(=O)c1cccc(S(=O)(=O)N2CCN(c3ccc(F)cc3)CC2)c1)C1CCS(=O)(=O)C1 (centres undefined) | -1 | -1.9 | -0.8 | 9 | -5 | -0.1 | -19 | ·

More entries
SMILES	Casp6 inh	E-selectin induc	F508del corr	DENV2 CPE rescue	RAD52 anneal inh	Xi reactivation	GSIS activator	RAD54 branch
CCOC(=O)C1=CCN(S(=O)(=O)c2cccc(Cl)c2)C1c1ccc(Br)cc1 (centres undefined)	-2	-0.9	0.5	-4	-12	0.2	15	-11
CC(C)CC#Cc1ccc2c(c1)O[C@H](CN(C)C(=O)c1ccccc1)[C@H](C)CN([C@@H](C)CO)S2(=O)=O	-4	85*	0.4	-2	-4	-0.7	3	4
OC(c1ccc(F)c(F)c1)c1ncc(-c2ccc(F)cc2)[nH]1 (centres undefined)	1	0.3	1.9	6	-12	0.1	-14	-1
Cc1ccccc1-c1ccc([C@@H]2[C@@H](CO)N3C(=O)CN(C(=O)Nc4ccc(F)cc4)C[C@H]23)cc1	0	0.6	-0.5	0	-14	0.0	-26	·
CN1/C(=C\C=C2/C(=O)Oc3ccccc3C2=O)C(C)(C)c2ccccc21	-5	4.8	3.5	14	-330	2.0	-10	·
CC(C)c1nc(CNC(=O)CC2C(=O)NCCN2Cc2ccc(F)cc2Cl)cs1 (centres undefined)	-1	0.0	-5.2	-9	-40	0.0	-6	-4
CC(C)(C)OC(=O)C[C@H]1C/C=C\C[C@@H](CC(=O)NCCO)C(=O)N[C@H](C(C)(C)C)COC1=O	1	·	0.4	-8	-14	-0.1	32	-5
Nc1nonc1-n1nnc(C(=O)N/N=C/c2ccccc2Cl)c1-c1ccc2c(c1)OCO2	4	·	2.1	-1	1	0.0	5	-5
O=C(CSc1nc(=O)n(CCN2CCOCC2)c2c1CCCC2)Nc1cccc([N+](=O)[O-])c1	-5	0.0	0.2	3	3	-0.2	-5	-1
CC(C)C[C@H]1CN([C@@H](CC(C)C)CN2CCCC2CN2C(=S)NC[C@@H]2Cc2ccc(O)cc2)C(=S)N1CC1CCCCCC1 (some centres undefined)	2	-0.1	2.1	-10	-14	0.1	-9	2
Cc1ccc(S(=O)(=O)N2CCOCC2)cc1NC(=O)c1ccc(F)cc1F	-1	·	-2.5	-1	-10	0.1	5	-6
C=CCN1C=C2C(=O)C(C)(OC(=O)C3CCCC3)C(=O)C(c3ccccc3)=C2C=C1CCCC(=O)OC (centres undefined)	11	0.5	-2.4	4	-12	0.1	15	0
O=C(COc1cccc2c1CCNC2=O)Nc1cccc(F)c1	-5	·	5.1	0	-5	0.2	6	·
C[C@H]1CN([C@@H](C)CO)C(=O)c2cccc(N(C)C)c2O[C@@H]1CN(C)Cc1ccc(C(=O)Nc2ccccc2N)cc1	-3	0.0	-0.5	-6	0	-1.2	2	15
COc1cc(NC(=O)C2CC3CCC2C3)c(OC)cc1Cl (centres undefined)	1	4.3	-0.9	-3	0	0.1	-34	-5
O=C(Nc1ccc(F)c(F)c1)C1CCCN(S(=O)(=O)c2cccc3nonc23)C1 (centres undefined)	1	·	3.3	9	-27	0.0	-10	-3
